Bioassay records: PubChem, Johns Hopkins Ion Channel Center
CHT inh: human CHT choline transport inhibition. B-score at 10 µM. CHT-expressing cells, membrane potential dye, choline response; hits give low values. AID 488975. Q9GZV3. 0.86% of 310,000 active;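 active means B-score over 3 SD under the library average, and starting fluorescence ratio not unusually high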;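 further: choline stimulus applied at its EC90 after an EC20 pre-addition; B-score computed on integrated fluorescence ratio after choline addition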
Target sequence (Q9GZV3 whole entry, looked up): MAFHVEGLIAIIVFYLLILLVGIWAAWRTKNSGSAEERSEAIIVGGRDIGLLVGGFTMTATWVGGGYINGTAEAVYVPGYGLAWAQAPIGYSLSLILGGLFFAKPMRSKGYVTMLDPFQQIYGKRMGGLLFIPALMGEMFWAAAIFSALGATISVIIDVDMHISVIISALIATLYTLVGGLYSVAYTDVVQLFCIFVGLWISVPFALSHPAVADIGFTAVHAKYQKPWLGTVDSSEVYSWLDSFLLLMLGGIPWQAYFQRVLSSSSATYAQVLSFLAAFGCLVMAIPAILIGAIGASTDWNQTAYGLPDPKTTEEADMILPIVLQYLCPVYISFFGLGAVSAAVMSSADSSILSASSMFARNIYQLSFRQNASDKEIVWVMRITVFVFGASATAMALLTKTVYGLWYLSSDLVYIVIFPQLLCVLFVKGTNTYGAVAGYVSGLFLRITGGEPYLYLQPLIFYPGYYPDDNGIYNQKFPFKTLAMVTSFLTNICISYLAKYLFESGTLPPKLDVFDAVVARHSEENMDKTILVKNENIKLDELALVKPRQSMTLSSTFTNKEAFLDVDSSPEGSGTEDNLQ
CHT allo act: allosterically activates the human high affinity choline transporter; Q9GZV3; CHT-expressing cells, membrane potential dye, choline EC20; hits give high values; LV-AA mutant CHT in HEK293 cells; B-score at 10 µM; 0.49% of 310,000 active; AID 488977;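 active means initial fluorescence not abnormally high and integrated response B-score, plate-corrected, over 3 SD above library mean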
Starred values were filed as active, the others as inactive; i = inactive. Rows are unselected (roughly 1.4% active in at least one column).

Preview:
SMILES	CHT inh	CHT allo act
CN1C(=O)C2(OCC(C)([N+](=O)[O-])CO2)c2ccccc21 (stereo not given)	i	i
COc1cc2nc(Nc3ccc(F)cc3)nc(N)c2cc1OC	i	i
Oc1ccccc1CNc1ncc(Br)cc1Br	i	i
O=C(CSc1nnc(COc2cccc3cccnc23)o1)N1CCc2ccccc21	i	i
CC1CCN(c2c(NCc3ccc(C(=O)NCC4COc5ccccc5O4)cc3)c(=O)c2=O)CC1 (stereo not given)	i	i
CC(C)CNC(=O)c1cc([N+](=O)[O-])ccc1N1CCCCC1	i	i
O=C1CCN(CCCc2ccccc2)CCN1CCO	i	i
Cc1cc(OC(=O)C(C)(C)C)c([N+](=O)[O-])c(=O)[nH]1	i	i
CSC1=N/C(=C\c2cccc(F)c2)C(=O)S1	i	i
COc1cc(-c2nnc(-c3cccs3)o2)cc(OC)c1OC	i	i
C/C(Cl)=C\Cn1c(O)c(N=NC(N)=S)c2ccccc21	i	i
Cc1cc[n+](C(C)C(=O)c2ccc(Cl)cc2)cc1 (stereo not given)	i	i
CC(C(=O)N(C)C)N1c2cccc3cccc(c23)S1(=O)=O (stereo not given)	i	i
N#Cc1ccccc1NC(=O)C(=O)NCC1CCCN1S(=O)(=O)c1cccs1 (stereo not given)	i	i
CCOC(=O)N1CCC(N2Cc3cccc(C(=O)Nc4ccc(S(=O)(=O)N(CC)CC)cc4)c3C2=O)CC1	i	i
CCCCCCc1nc(C(N)=O)c2[nH]c(=O)n(-c3ccccc3F)c2n1	i	i
Cc1cccc(N2CCN(Cc3ccoc3)CC2)c1C	i	i
Nc1nc2ccccc2n1C(=O)c1cccs1	i	i

Results (from the top)
SMILES	CHT inh	CHT allo act
CN1C(=O)C2(OCC(C)([N+](=O)[O-])CO2)c2ccccc21 (stereo not given)	i	i
COc1cc2nc(Nc3ccc(F)cc3)nc(N)c2cc1OC	i	i
Oc1ccccc1CNc1ncc(Br)cc1Br	i	i
O=C(CSc1nnc(COc2cccc3cccnc23)o1)N1CCc2ccccc21	i	i
CC1CCN(c2c(NCc3ccc(C(=O)NCC4COc5ccccc5O4)cc3)c(=O)c2=O)CC1 (stereo not given)	i	i
CC(C)CNC(=O)c1cc([N+](=O)[O-])ccc1N1CCCCC1	i	i
O=C1CCN(CCCc2ccccc2)CCN1CCO	i	i
Cc1cc(OC(=O)C(C)(C)C)c([N+](=O)[O-])c(=O)[nH]1	i	i
CSC1=N/C(=C\c2cccc(F)c2)C(=O)S1	i	i
COc1cc(-c2nnc(-c3cccs3)o2)cc(OC)c1OC	i	i
C/C(Cl)=C\Cn1c(O)c(N=NC(N)=S)c2ccccc21	i	i
Cc1cc[n+](C(C)C(=O)c2ccc(Cl)cc2)cc1 (stereo not given)	i	i
CC(C(=O)N(C)C)N1c2cccc3cccc(c23)S1(=O)=O (stereo not given)	i	i
N#Cc1ccccc1NC(=O)C(=O)NCC1CCCN1S(=O)(=O)c1cccs1 (stereo not given)	i	i
CCOC(=O)N1CCC(N2Cc3cccc(C(=O)Nc4ccc(S(=O)(=O)N(CC)CC)cc4)c3C2=O)CC1	i	i
CCCCCCc1nc(C(N)=O)c2[nH]c(=O)n(-c3ccccc3F)c2n1	i	i
Cc1cccc(N2CCN(Cc3ccoc3)CC2)c1C	i	i
Nc1nc2ccccc2n1C(=O)c1cccs1	i	i
O=c1cc(CN2CCN(S(=O)(=O)c3ccccc3)CC2)nc2sccn12	i	i
FC(F)(F)c1cc(-c2ccccc2)nc2ncnn12	i	i
Cc1cc(C)nc(SCc2cn3c(C)cc(C)nc3n2)n1	i	i
FC(F)Oc1ccccc1NC(=S)Nc1cccc(Cl)c1Cl	i	i
CCc1cccc(CC)c1N(COC)C(=O)Cn1c(C(C)O)nc2ccccc21 (stereo not given)	i	i
COc1ccc(/C=N/Nc2cc(C)nc(N3CCOCC3)n2)c(OC)c1	i	i
Cc1cc(C2=NNC(=Nc3ccccc3)SC2)c(C)n1C	i	i
SMILES	CHT inh	CHT allo act
COc1ccc(N(CC(=O)N2CCN(c3ccccc3F)CC2)S(=O)(=O)c2ccc(C)cc2)cc1	i	i
Cc1nc2ncnn2c(C)c1CCC(=O)NCCCN1CCN(c2cccc(Cl)c2)CC1	i	i
CCCC(=O)Nc1nc(-c2ccccc2)ns1	i	i
CCOc1ccc(N(CC(=O)N/N=C/c2ccccn2)S(=O)(=O)c2ccc(Cl)cc2)cc1	i	i
N#Cc1c(Nc2ccccc2)sc(C(=O)c2ccccc2)c1N	i	i
CCSc1nc2n(n1)C(c1cccc(F)c1)C1=C(CCCC1=O)N2 (stereo not given)	i	i
CN1C(=O)C2(Oc3ccccc3C3CC(c4ccccc4)=NN32)c2ccccc21 (stereo not given)	i	i
CCN(CC)S(=O)(=O)c1cc(NC(=O)CSc2nc3c(cc2C#N)C(=O)CC(C)(C)C3)ccc1C	i	i
CCOCCc1nnc(NC(=O)Cc2c(F)cccc2Cl)s1	i	i
Cc1ccc(CNC(=O)C2CC(c3cc(C(F)(F)F)cc(C(F)(F)F)c3)=NO2)o1 (stereo not given)	i	i
CC(Oc1ccc(Cl)cc1Cl)C(=O)Nc1cccnc1 (stereo not given)	i	i
Cc1c(N=C2NN=C(c3c[nH]c4ccccc34)CS2)c(=O)n(-c2ccccc2)n1C	i	i
Cc1ccc(NS(=O)(=O)c2ccc(OCC(=O)NCc3cccnc3)cc2)cc1	i	i
CN(C)c1ccc(P(=O)(OC2CCCCC2)C(O)c2ccncc2)cc1 (stereo not given)	i	i
CCCCC(C(=O)O)C(C)CC(=O)NNC(=O)c1ccco1 (stereo not given)	i	i
C[C@]1(C(=O)NCCN2CCOCC2)C=C[C@@H](Cc2ccccc2)N1C(=O)c1ccccc1	i	i
Cc1[nH]c2ccccc2c1/C=C/C(=O)c1ccncc1	i	i
c1ccc(-c2ccccn2)nc1	i	i
CN(C)S(=O)(=O)c1ccc(Cl)c(C(=O)NCC2CCCCC2)c1	i	i
CC(C)(C)c1ccc(S(=O)(=O)N2CCCC2C(=O)N2CCOCC2)cc1 (stereo not given)	i	i
O=C(O)CSc1nnc(CSc2nc3ccccc3s2)n1-c1ccccc1	i	i
CC(C(=O)c1ccccc1)[n+]1cccc(Br)c1 (stereo not given)	i	i
O=C(C1=C[C@@H](c2ccccc2)C[C@@H](OCCCCO)O1)N1CCN(Cc2ccc3c(c2)OCO3)CC1	i	i
O=C(NCc1cccs1)C1CCN(S(=O)(=O)c2cccs2)CC1	i	i
Cc1nn(C(C)C(=O)NC(C)CCc2ccccc2)c(=O)c2cc3occc3n12 (stereo not given)	-6.9*	i

The last two compounds of the section before open the next one:
SMILES	CHT inh	CHT allo act
O=C(NCc1cccs1)C1CCN(S(=O)(=O)c2cccs2)CC1	i	i
Cc1nn(C(C)C(=O)NC(C)CCc2ccccc2)c(=O)c2cc3occc3n12 (stereo not given)	-6.9*	i
Cc1ccc(C2CC(=O)N3CN(Cc4ccco4)CSC3=C2C#N)cc1 (stereo not given)	i	i
O=C(/C=C/c1ccc([N+](=O)[O-])cc1)NCC1CCCO1 (stereo not given)	i	i
CCCN(CC(=O)Nc1ccccc1C)C(=O)CCNC(=O)c1ccccc1Cl	i	i
Cc1cn(S(=O)(=O)c2ccccc2[N+](=O)[O-])cn1	i	i
CCC1C=C(c2ccccc2)C=CN=C1N(CC)CC (stereo not given)	i	i
COC(=O)c1ccc(CSc2nnc(SCc3ccc(C(=O)OC)o3)s2)o1	i	i
COc1cc(-n2c(=O)c3ccccc3n(Cc3cc(=O)n4ccccc4n3)c2=O)cc(OC)c1OC	i	i
Cc1cc(NC(=O)COC(=O)[C@H](Cc2c[nH]c3ccccc23)NC(=O)c2ccc(F)cc2)no1	i	i
CC(=O)c1cnc2c(-c3ccccc3)c(-c3ccccc3)nn2c1C	i	i
CC(=O)c1ccc(NC(=S)N2CCC(O)CC2)cc1	i	i
O=c1c(-c2ccccc2)nc(-c2ccccc2)cn1O	i	i
CCCCc1ccc(NC(=O)N[C@H](C(=O)O)C(C)C)cc1	i	i
COc1cc(/C=C2\SC(=Nc3ccccc3)N(CCc3c[nH]c4ccccc34)C2=O)ccc1OC(C)C(=O)O (stereo not given)	i	i
O=C(O)CN1C(=O)/C(=C/C=C/c2ccccc2)SC1=S	-8.5*	i
CC(C)OCCCNC(=O)COCC(=O)Nc1ccc(OCCc2ccccc2)cc1	i	i
COC(=O)c1ccc(NC(=O)CN2CCN(CCO)CC2)cc1	i	i
COc1cc2c(c(OC)c1OC)C(=O)CC2	i	i
COc1ccc(NC(=O)NCc2ccccn2)cc1OC	i	i
CC(C)c1onc(C(=O)N(C)Cc2ccccc2)c1[N+](=O)[O-]	i	i
O=C(c1ccc(F)cc1)C1CCN(Cc2cn[nH]c2-c2ccccc2)CC1	i	i
CCCNC(=O)COC(=O)CCC(=O)c1cccs1	i	i
Cc1ccc(S(=O)(=O)N2CCOCC2)cc1NC(=O)COC(=O)CNC(=O)c1ccccc1	i	i
CC(=O)NC1=NN(C(C)=O)C(c2ccc(F)cc2)S1 (stereo not given)	i	i
CCOC(=O)C/C(C)=N\Nc1ccc([N+](=O)[O-])cc1[N+](=O)[O-]	i	i
Cc1cc(NC(=O)CSc2ccc(-c3ccccc3)nn2)no1	i	i
SMILES	CHT inh	CHT allo act
CCCCOc1ccc(C(=O)NCC(=O)NCC(=O)OCC)cc1	i	i
COc1ccc(-c2cc3nc(C)cc(N4CC(C)CC(C)C4)n3n2)cc1 (stereo not given)	i	i
Cc1c(CNCCc2ccccc2)c(C(=O)O)c(C)n1-c1ccccc1	i	i
CC1(C)Cc2c(c(N3CCOCC3)nc3sc(C(=O)Nc4ccccc4)c(N)c23)CO1	i	i
CS(=O)(=O)N(CC(=O)NC1CCCCC1)Cc1ccc(Cl)cc1	i	i
COc1ccc2[nH]c(=O)c(CN(Cc3nnnn3Cc3ccccc3)CC3CCCO3)cc2c1 (stereo not given)	i	i
O=C(O)c1ccc(C(=O)O)c(C(=O)c2ccc(NC(=O)c3ccccc3)cc2)c1	i	i
Cc1ccc(NC(=O)CSc2nnc(-c3ccco3)c(-c3ccco3)n2)cc1	i	i
COc1ccc(C(=O)NCC(=O)N/N=C/c2c(C)[nH]c3ccccc23)cc1OC	i	i
Cc1cc(C(=O)Nc2c(C)nn(Cc3c(Cl)cccc3Cl)c2C)no1	i	i
O=C(NC(=S)N1CCc2ccccc21)C1CCC1	i	i
Cc1cccc(NC(=O)c2ccc3ccccc3n2)n1	i	i
COc1ccc(CNCCSc2nnnn2C)cc1OC	i	i
Cc1cccc(-c2noc(-c3c(C)noc3C)n2)c1	i	i
CCOC(=O)Nc1ccc2c(c1)OCO2	i	i
COc1cscc1C(=O)O	i	i
COc1ccc(NC(=O)C(c2ccc(C)cc2)N(C)C(=O)CNC(C)=O)cc1 (stereo not given)	i	i
CCCNC(=O)C1(CC2CC(c3ccccc3)=NO2)CCNCC1 (stereo not given)	i	i
Cc1cccc2cc(C3CC(c4cccs4)=NN3C(=O)CCC(=O)O)c(Cl)nc12 (stereo not given)	i	i
Cc1csc2nc(CNC(=O)c3cccc(C(F)(F)F)c3)cn12	i	i
S=C(NCc1cccnc1)Nc1cc(Cl)cc(Cl)c1	i	i
O=S(=O)(c1ccc(Cl)nc1)N1CCCCC1	i	i
Cc1ccc(/C=C/C(=O)c2ccccc(=O)c2O)cc1C	i	i
CCCNC(=O)c1ccc2snnc2c1	i	i
CC(Sc1nc2ccccc2s1)C(=O)c1c(N)n(C)c(=O)n(C)c1=O (stereo not given)	i	i
SMILES	CHT inh	CHT allo act
N/C(=N\OC(=O)COc1ccccc1)c1ccc(Cl)cc1	i	i
CCOC(=O)N1CCN(C(=O)c2cc3c(=O)[nH]c4ccccc4c3s2)CC1	i	i
Cc1cc(NC(=O)CN2C(=O)NC(CCc3ccccc3)C2=O)no1 (stereo not given)	i	i
CCNC(=S)NNC(=O)c1cccs1	i	i
O=C(CNC(=O)c1cc(=O)[nH]c2ccccc12)Nc1ccc(F)c(F)c1	i	i
Cc1ccc(S(=O)(=O)N(CC(=O)N/N=C/c2ccco2)c2cc(Cl)cc(Cl)c2)cc1	i	i
CC1(CCc2ccccc2)NC(=O)N(Cc2cc([N+](=O)[O-])cc3c2OCOC3)C1=O (stereo not given)	i	i
O=C(NC1CCN(S(=O)(=O)c2cccc(Cl)c2)CC1)C1CCCCC1	i	i
O=C(NCc1cccnc1)C1CC(=O)N(C2CCCCC2)C1 (stereo not given)	i	i
CN1C(=O)Cc2cc(S(=O)(=O)N3CCN(c4ccccc4F)CC3)ccc21	i	i
Cc1cc(=O)n2[nH]c(C(F)(F)F)c(-c3ccccc3)c2n1	i	i
c1ccc2cc(-c3cc4ccccn4c3)ccc2c1	i	i
O=C(CSc1nnnn1-c1ccccc1)NCc1cccs1	i	i
Cc1cc[n+](CC(=O)Nc2cc(C(F)(F)F)ccc2Cl)cc1	i	i
Cc1ccc2cc(C)c3nnc(SCC(=O)Nc4nc5c(s4)CCCC5)n3c2c1C	i	i
CC1(C)CC(=O)C(C=Nc2ccc(N)cc2)=C(O)C1	i	i
COc1ccccc1CNC(=O)C(=O)NCC1OCCN1C(=O)c1cccs1 (stereo not given)	i	i
COc1cc(OC)c(C2Oc3nc(SC)nnc3-c3ccccc3N2C(C)=O)cc1OC (stereo not given)	i	i
Cc1ccccc1CSc1ncnc2ccccc12	i	i
CC(=O)c1ccc(S(=O)(=O)N2CCCc3ccccc32)cc1	i	i
O=C(COC(=O)c1c[nH]c(=O)[nH]c1=O)Nc1ccccc1	i	i
COc1ccccc1C(=O)Nc1nnc(SCC(=O)Nc2ccc3c(c2)oc2ccccc23)s1	i	i
CN(C)CCCN1C(=O)C(O)=C(C(=O)c2cc3ccccc3o2)C1c1ccccc1 (stereo not given)	i	i
COc1ccc2[nH]c(=O)c(CN(C(C)=O)c3ccc(C)c(C)c3)cc2c1	i	i
C#CCOCCOCCOCCNc1nc(N2CCN(C(=O)CCCCCCCCCCNC(=O)[C@H](CO)n3cc(CCCCCN)nn3)CC2)nc(N2CCN(C(=O)CCCCCCCCCCNC(=O)[C@H](CCCN=C(N)N)n3cc(C[C@@H](C)CC)nn3)CC2)n1	i	i
O=C(CSc1nnc(-c2ccc3c(c2)OCO3)n1-c1ccccc1)c1ccc(Cl)cc1	i	i
